Screens from PubChem BioAssay.
CHT block: inhibitors of human choline transporter CHT | Q9GZV3 | CHT-expressing cells, membrane potential dye, choline response; active compounds read low | B-score at 10 µM | hit rate 0.86% among 310,000;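 active = B-score over 3 SD under the library average, and starting fluorescence ratio not unusually high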;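 note: choline stimulus applied at its EC90 after an EC20 pre-addition; B-score computed on integrated fluorescence ratio after choline addition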
Target sequence (Q9GZV3 whole entry, looked up): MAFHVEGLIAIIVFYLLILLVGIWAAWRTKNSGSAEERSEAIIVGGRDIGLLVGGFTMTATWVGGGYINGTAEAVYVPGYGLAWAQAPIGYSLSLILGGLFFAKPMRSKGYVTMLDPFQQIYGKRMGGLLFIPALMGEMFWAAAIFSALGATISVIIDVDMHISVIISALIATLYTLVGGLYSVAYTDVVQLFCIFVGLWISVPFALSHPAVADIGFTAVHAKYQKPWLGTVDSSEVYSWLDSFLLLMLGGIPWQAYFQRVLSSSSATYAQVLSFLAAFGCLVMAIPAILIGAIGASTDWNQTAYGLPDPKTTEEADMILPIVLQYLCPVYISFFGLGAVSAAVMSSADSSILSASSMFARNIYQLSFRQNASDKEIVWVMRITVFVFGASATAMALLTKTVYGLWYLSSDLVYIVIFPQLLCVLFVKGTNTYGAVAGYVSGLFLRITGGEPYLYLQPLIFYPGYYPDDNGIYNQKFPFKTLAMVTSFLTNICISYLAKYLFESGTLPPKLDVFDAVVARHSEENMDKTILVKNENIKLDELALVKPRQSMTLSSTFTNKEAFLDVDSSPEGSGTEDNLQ
KCNQ2 block: KCNQ2 potassium channel inhibitors, primary screen, cell-based, CHO-K1, FluxOR thallium flux, B-score (AID 2156). O88943. B-score at 10 µM. 20 min; active compounds read low. hit rate 1.1% among 310,000;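 active = fluorescence ratio B-score at most minus 3 library SDs, with starting brightness B-score within 2 library SDs, cut at about -5.5 in these data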
The depositor's hits bear a star; i = inactive; x = no result given.

| Molecule | CHT block | KCNQ2 block |
| --- | --- | --- |
| O=C(O)C1CC=CCC1C(=O)Nc1ccc2c(c1)CCC2 (configuration not stated) | i | i |
| Cc1nc(CS(=O)c2ccc(Cl)cc2)cc(NCc2ccc(Cl)cc2Cl)n1 (configuration not stated) | i | i |
| CCc1nc(N2CCCCC2C)c2oc3ccccc3c2n1 (configuration not stated) | i | -7.47* |
| COC(=O)c1ccc(NC(=O)c2ccc(NC(=O)c3ccco3)cc2)cc1 | i | i |
| CC1(c2ccc(Cl)cc2Cl)NC(=O)N(CC(=O)Nc2ccc3[nH]c(=O)[nH]c3c2)C1=O (configuration not stated) | i | i |
| O=C(NCc1ccco1)c1ccc(F)c(S(=O)(=O)N2CCCCC2)c1 | i | i |
| CCCOC(=O)C1=C(C)N(C)C(=O)NC1c1cc2c(cc1Br)OCO2 (configuration not stated) | i | i |
| CCOc1ccc(N2C(=O)CC(Sc3nc(C)cc(C)c3C#N)C2=O)cc1 (configuration not stated) | i | i |
| CCOc1ccc(N2CC(C(=O)Nc3cccc(C)c3C)CC2=O)cc1 (configuration not stated) | i | i |
| COc1ccc(Cn2c(-c3ccco3)nc3c(c(=O)c4ccccc4n3C)c2=O)cc1 | i | i |
| Cc1nn(CC(=O)Nc2nnc(C(C)C)s2)c(=O)c2ccccc12 | i | i |
| O=C(COC(=O)Cc1cn2ccsc2n1)Nc1nc2ccccc2s1 | i | i |
| Nc1nc2n(n1)C(=O)CC(c1ccccc1)N2 (configuration not stated) | i | i |
| Cc1ccc(C)c(C(=O)COC(=O)CCN2C(=O)C3C4CCC(C4)C3C2=O)c1 (configuration not stated) | x | i |
| COc1ccc(-c2n[nH]c(C)c2-c2ccc(OC)c(OC)c2)c(O)c1 | i | i |
| CCCN(CCC)C(=O)c1ccc2c(c1)N(CC)C(=O)c1ccccc1S2(=O)=O | i | i |
| Cc1cnc(NC(=O)c2cncc(Br)c2)s1 | i | i |
| Cc1ccc(S(=O)(=O)c2nnn3c2nc(Nc2cccc(C)c2)c2ccccc23)cc1 | i | i |
| CCOC(=O)c1cnn(-c2cc(Oc3ccccc3C)ncn2)c1N | i | i |
| COc1ccc(C(=O)/C=C/Nc2ccc(S(N)(=O)=O)cc2)cc1OC | i | i |
| O=C(NN1C(=O)C2C3C=CC(C4CC34)C2C1=O)c1ccc(Cl)cc1Cl (configuration not stated) | i | i |
| COc1ccc(-n2nc(C(=O)NCC(=O)N3CCN(c4cccc(Cl)c4)CC3)c3ccccc3c2=O)c(OC)c1 | i | i |
| COc1cccc(N=c2oc3ccccc3cc2-c2nc3ccccc3[nH]2)c1 | i | i |
| COc1ccc(COC(=O)Oc2ccc(CNC(C)=O)cc2OC)c([N+](=O)[O-])c1 | i | i |

Record cards, as listed above. Values in the order: CHT block, KCNQ2 block
CCOC(=O)c1cnn(-c2cc(Oc3ccccc3C)ncn2)c1N in the list: i, i
Cc1cnc(NC(=O)c2cncc(Br)c2)s1 in the list: i, i

Carrying on:
| Molecule | CHT block | KCNQ2 block |
| --- | --- | --- |
| COc1ccc(-c2cc(-n3c(C(F)(F)F)nc4ccccc43)n(CCC#N)n2)cc1 | i | i |
| NC(=O)c1ccc(NC(=O)c2cnc3ccccc3n2)cc1 | i | i |
| NS(=O)(=O)c1ccc2ccccc2c1 | i | i |
| Cc1ccc2nc(C(O)C(O)c3nc4ccc(C)cc4[nH]3)[nH]c2c1 (configuration not stated) | i | i |
| c1ccc(-c2onc(-c3ccco3)c2-c2ccc3c(c2)OCO3)cc1 | i | -5.88* |
| CN(c1ccccc1)c1nc(N)c([N+](=O)[O-])c(NCc2ccccc2)n1 | i | i |
| COc1cccc(C(=O)/C=C/Nc2ccc(S(=O)(=O)Nc3ncccn3)cc2)c1 | i | i |
| COc1cc(CC(NC(C)=O)C(=O)NC2CCN(c3nc(C)cc(C)c3C#N)CC2)cc(OC)c1 (configuration not stated) | i | i |
| O=C(CCl)Nc1cccc(CP(=O)(c2ccccc2)c2ccccc2)c1 | i | i |
| S=C(NCCCN1CCOCC1)Nc1ccc(-c2nc3ccccc3[nH]2)cc1 | i | i |
| CCCC(=O)Nc1ccc(C(=O)Nc2ccc([N+](=O)[O-])cc2OC)cc1 | i | i |
| C=Cn1ccnc1P(=S)(c1ccc2c(c1)c1ccccc1n2CC)c1nccn1C=C | i | i |
| C/C(=N\NC(=O)CCn1nnc2ccccc21)c1ccco1 | i | i |
| COc1cc(/C=C2/OC(=O)c3cc([N+](=O)[O-])ccc32)cc(OC)c1OC | i | i |
| CN1CCCCc2c1[nH]c1ccccc1c2=O | i | i |
| CCCn1c(=O)c(C(=O)NCc2ccccn2)c(O)c2ccccc21 | -5.69* | x |
| CC(CCc1ccccc1)NC(=O)C1CC1 (configuration not stated) | i | i |
| CC(C)=CCN1CCN(Cc2ccc(C#CC(C)(C)O)cc2)CC1CCO (configuration not stated) | i | i |
| CN(C(=O)c1cc(S(=O)(=O)N2CCCCC2)c[nH]1)C1CCCCC1 | -5.06* | i |
| Cc1cc(OCC(=O)OCC(=O)Nc2cc(C(F)(F)F)ccc2N2CCOCC2)ccc1Cl | i | i |
| O=C(N/N=C1\CCCc2ccccc21)C(O)c1ccccc1 (configuration not stated) | i | i |
| COc1ccc(N2CCN(C(=O)NC(=O)c3ccc(Cl)cc3)CC2)cc1 | i | i |
| CC(C)c1ccc(NC(=O)COC(=O)COc2ccccc2)cc1 | i | i |
| CS(=O)(=O)N1CCCC(C(=O)Nc2ccccc2C(F)(F)F)C1 (configuration not stated) | i | i |
| COc1ccc(CNc2ccc(-c3ccc(OC)cc3)nn2)cc1 | i | i |
| COCc1c(N)c(C)nc(Cl)c1C#N | i | i |
| OCCNc1nc(SCc2ccccc2)nc2sc3c(c12)CCC3 | x | i |
| CC(=O)Nc1cc(C(=O)O)ccc1S(=O)(=O)c1ccc(Cl)cc1 | i | i |
| CC(C)OC(=O)CSc1nc2c(cc1C#N)CCCCC2 | i | i |
| CN1C(=O)C(C)(C)c2cc(S(=O)(=O)N3CCN(c4ccc(F)cc4)CC3)ccc21 | i | i |
| COC(=O)c1cccc(Cn2nnc3ccccc3c2=O)c1 | i | i |
| Nc1c(C(=O)NC2CC2)sc2nc3c(c(-c4ccco4)c12)CC/C3=C/c1ccco1 | i | x |
| CCS(=O)(=O)N1CCCC(C(=O)NCCCOC)C1 (configuration not stated) | i | i |
| CCc1nc2ccc(C(=O)N3CCN(c4cccc(C)c4C)CC3)cc2nc1CC | i | i |
| Cc1cc(C(=O)N/N=C/c2ccc(-c3ccc([N+](=O)[O-])cc3Cl)o2)n[nH]1 | i | i |
| Cc1cc(N/N=C/c2ccc(N(C)C)cc2)c2ccccc2n1 | i | i |
| Cc1ccc(S(=O)(=O)N2CCN(C(=O)C3CCCO3)CC2)cc1 (configuration not stated) | i | i |
| CCN(C(=O)CSc1cc(-c2ccccc2)c2ccc(OC)cc2n1)C1CCS(=O)(=O)C1 (configuration not stated) | i | i |
| CC(NC(=O)C1CCC(CNS(=O)(=O)c2ccccc2)CC1)c1ccc2c(c1)OCCO2 (configuration not stated) | i | i |
| O=C(CCCc1ccccc1)Nc1nccs1 | i | i |

Compounds from the list above containing bromine, in the order listed:
| Molecule | CHT block | KCNQ2 block |
| --- | --- | --- |
| CCCOC(=O)C1=C(C)N(C)C(=O)NC1c1cc2c(cc1Br)OCO2 (configuration not stated) | i | i |
| Cc1cnc(NC(=O)c2cncc(Br)c2)s1 | i | i |

(next part)
| Molecule | CHT block | KCNQ2 block |
| --- | --- | --- |
| Cc1ccccc1NC(=S)N1CCN(C(=O)c2ccco2)CC1 | i | i |
| CCc1cc(C(=O)NNC(=S)Nc2cccc(C)c2)cs1 | i | i |
| Cc1cc(NC(=O)C2CCCO2)ccc1Br (configuration not stated) | i | i |
| CC1=CC=CC2=N/C(=N\S(=O)(=O)c3ccc(F)cc3F)c3ccccc3CN12 | i | i |
| Cc1cccc(Nc2nc(-c3c(C)nc4ccccn34)cs2)c1 | i | i |
| CN1C(=O)/C(=C/c2ccc3c(c2)OCO3)N=C1c1ccccc1 | i | i |
| O=C(NCCCCCCNC(=O)NCc1ccco1)NCc1ccco1 | i | i |
| CCCc1ccccc1OCCNS(=O)(=O)c1cc2c(cc1C)OCC(=O)N2 | i | i |
| O=c1[nH]c(SCCOc2ccccc2)nc2ccccc12 | i | i |
| COc1ccc(C2CC(c3cccc(C)c3)n3nc(N)nc3N2)cc1 (configuration not stated) | i | i |
| CCC(C)N(NC(C)=O)c1nc(Cl)nc(NC(C)C)n1 (configuration not stated) | i | i |
| Cc1nc(NC(=O)C2CC2)sc1C | i | i |
| O=C(Nc1cc(Cl)ccc1Cl)Nn1cnnc1 | i | i |
| NC(=O)COC(=O)CC(NC(N)=O)c1ccc(Cl)cc1 (configuration not stated) | i | i |
| COCCOC(=O)c1c(C)n(C)c2ccc(OC(=O)c3ccccc3OC)cc12 | i | i |
| O=C(Nc1ccccn1)Nc1ccccc1[N+](=O)[O-] | i | i |

Among those listed so far, these have a CF3 group:
| Molecule | CHT block | KCNQ2 block |
| --- | --- | --- |
| COc1ccc(-c2cc(-n3c(C(F)(F)F)nc4ccccc43)n(CCC#N)n2)cc1 | i | i |
| Cc1cc(OCC(=O)OCC(=O)Nc2cc(C(F)(F)F)ccc2N2CCOCC2)ccc1Cl | i | i |
| CS(=O)(=O)N1CCCC(C(=O)Nc2ccccc2C(F)(F)F)C1 (configuration not stated) | i | i |

Carrying on:
| Molecule | CHT block | KCNQ2 block |
| --- | --- | --- |
| Cc1nn(-c2ccccc2)c(C)c1C(=O)OCC(=O)NC(=O)NC1CCCC1 | -10.6* | i |
| Cc1ccc(NS(=O)(=O)c2ccc3[nH]c(=O)[nH]c3c2)c(C)c1 | i | i |
| CC(=O)Nc1ccc(OCC(O)Cn2cncn2)cc1 (configuration not stated) | i | i |
| CC(=O)NS(=O)(=O)c1ccc2c(c1)Cc1cc(S(=O)(=O)NC(C)=O)ccc1-2 | i | i |
| O=C1COc2ccc(S(=O)(=O)N3CCCCCC3)cc2N1 | i | i |
| Nc1c(C(=O)NCc2ccco2)nnn1-c1ccccc1 | i | i |
| CCCn1c(CN2CCN(C(=O)OCC)CC2)nc2cc(NC(=O)CC)ccc21 | i | i |
| C1=CC2CC1CC2CNCc1ccco1 (configuration not stated) | i | i |
| Cc1ccc(NC(=O)N2CCCCCC2)cc1C | i | i |
| CCOc1ccc(C2C(C(=O)c3ccc(C)o3)=C(O)C(=O)N2Cc2cccnc2)cc1 (configuration not stated) | i | i |
| CC(C)(C)c1ccc(/C=C(\C#N)C(=O)NC2CC2)cc1 | i | i |
| Cc1cc(C)c(C)c(S(=O)(=O)Nc2cccnc2)c1C | i | i |
| CN(C)C(=O)COc1ccc2c(-c3ccccc3)cc(=O)oc2c1 | i | i |
| Nn1cnn(Cc2ccccc2)c1=S | i | x |
| Cc1cc(C(=O)Nc2ccccc2)c2ccccc2n1 | i | i |
| COc1cc(OC)cc(C(=O)N[C@H](C(=O)Nc2ccccc2N2CCOCC2)C(C)C)c1 | i | i |
| CCN1C(=O)[C@H]2[C@@H](c3ccc(-c4ccc(Cl)c(Cl)c4)c(OC)c3)N[C@@](C)(C(=O)OC)[C@H]2C1=O | i | i |
| CSc1ccc(CNc2ccc(C)cc2)cc1 | i | i |
| Cc1nccn1CC(=O)N/N=C/c1cccc(O)c1 | i | i |
| COc1ccccc1N1CCN(CC(=O)c2c(C)[nH]c3cc(C)ccc23)CC1 | i | i |
| O=S(=O)(/N=C(\c1ccc(Cl)cc1)N1CCOCC1)c1ccccc1 | i | i |
| N=c1oc2ccccc2cc1C(=O)Nc1cccc(F)c1 | i | i |
| CCOc1ccc(C(=O)Nc2ccc3[nH]ncc3c2)cc1 | i | i |
| Cc1ccsc1/C=N/n1c(=S)[nH]nc(C)c1=O | i | i |
| Clc1ccc(Cn2cc(/C=N/n3cnnc3)c3ccccc32)c(Cl)c1 | i | i |
| COCc1cccc(NC(=O)CCc2ccccc2)c1 | i | i |
| O=C(c1cccnc1)N1CCC(Oc2ccc(C(=O)N3CCCC(O)C3)cc2)CC1 (configuration not stated) | i | i |
| COc1ccc(-c2nc(N=Nc3ccc(O)cc3)n[nH]2)cc1 | i | i |
| CCCCNC(=O)C1CC(=O)N(CCC(C)C)C1 (configuration not stated) | i | i |
| CC[n+]1c(/C=C/c2ccc(N(C)C)cc2)ccc2ccccc21 | i | -9.31* |
| Cc1cnc(C(=O)OCC(=O)Nc2cccc(Cl)c2)cn1 | i | i |
| CC(C)C(=O)OC/C(O)=C(\C#N)c1nc2ccccc2[nH]1 | i | i |
| COc1ccc(CCN2CC(C(=O)N(C)Cc3c(C)n[nH]c3C)CCC2=O)cc1 (configuration not stated) | x | i |
| COc1ccc(-c2nc(CN3CCC(C(=O)NC4CCN(Cc5ccccc5)CC4)CC3)c(C)o2)cc1OC | i | i |
| COc1ccc2c3n(nc2c1)CCN=C3c1ccc(C)cc1 | i | x |
| Cn1c(=O)[nH]c(=O)c2c1nc(CN1CCN(c3ccccc3F)CC1)n2CCCc1ccccc1 | i | i |
| O=C1NC2(CCCCCC2)C(=O)N1Cc1ccccc1F | i | i |
| COC(=O)C1=CN(Cc2ccc(F)cc2)C=C(C(=O)OC)C1c1ccc(O)c(OC)c1 | i | i |
| O=C(CSCC(=O)Nc1cccc([N+](=O)[O-])c1)Nc1ccccc1 | i | i |
| O=C(NC(=S)Nc1ccccc1N1CCCCC1)c1cccs1 | i | i |
| S=C(NCCc1ccccc1)N1CCn2cccc2C1c1ccncc1 (configuration not stated) | i | i |
| Cc1ccc(C(=O)COC(=O)c2ccc(O)cc2)cc1 | i | i |
| C1CCc2c(nc3nnnn3c2NCC2CC2)C1 | i | i |
| S=C(Nc1ccc(Cc2ccncc2)cc1)Nc1cccc(Cl)c1 | -6.6* | i |
| O=C(CSc1nccn1-c1ccccc1)Nc1ccc2c(c1)OCO2 | i | i |
| O=C(COC(=O)c1ccc2c(=O)n3c(nc2c1)CCC3)Nc1ccccc1F | i | i |
| CSc1nc(-c2ccccc2)nn1C(=O)c1ccc(C)cc1 | i | i |
| N#CC1=C(N)Oc2c(ccc3cccnc23)C1c1cccnc1 (configuration not stated) | i | i |
| CCCC(C)NC(C)C(=O)NC1CCCC1 (configuration not stated) | i | i |
| COc1ccccc1Oc1c(C)oc2c(CN(C)C)c(O)ccc2c1=O | i | i |

This is a random part of the collection; about 1.9% have a hit in one of these screens.
